# Bioassay records (PubChem)
# Lmaj promast: Leishmania major promastigote growth inhibition. AID 1063. 9% of 200,000 active. inhibition, % at 10 µM. Leishmania major promastigotes, resazurin fluorescence viability; in the data active = inhibition above about 50%;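 also: promastigotes grown with compound for 44 hours at 28 °C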
# TNAP inh noacc: blocks human TNAP activity with no phosphate acceptor present. P05186. purified TNAP, CDP-star luminescence, 30 min. inhibition, % at 20 µM. 0.26% of 200,000 active. AID 1012;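 active = tissue-nonspecific alkaline phosphatase inhibition above about 50% at 20 µM in the single-dose screen, limit read from the data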;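 also: 0% = DMSO negative control and 100% = EDTA positive control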
# Target sequence (P05186 whole entry, looked up): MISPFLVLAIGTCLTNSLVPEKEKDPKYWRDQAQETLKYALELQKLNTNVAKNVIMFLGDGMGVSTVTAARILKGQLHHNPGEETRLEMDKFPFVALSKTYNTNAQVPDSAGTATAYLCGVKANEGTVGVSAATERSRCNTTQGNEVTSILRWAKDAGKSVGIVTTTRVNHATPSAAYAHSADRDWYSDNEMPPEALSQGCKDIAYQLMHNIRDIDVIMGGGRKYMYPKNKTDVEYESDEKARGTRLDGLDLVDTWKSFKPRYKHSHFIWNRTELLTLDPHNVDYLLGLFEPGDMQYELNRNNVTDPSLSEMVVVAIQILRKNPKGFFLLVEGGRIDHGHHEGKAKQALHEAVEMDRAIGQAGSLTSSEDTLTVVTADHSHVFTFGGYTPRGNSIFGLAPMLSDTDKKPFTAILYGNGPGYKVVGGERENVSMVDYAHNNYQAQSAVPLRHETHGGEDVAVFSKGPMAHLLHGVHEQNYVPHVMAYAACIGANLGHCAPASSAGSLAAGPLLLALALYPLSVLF
# PMI act hi M6P: activators of human phosphomannose isomerase at near-saturating mannose 6-phosphate | P34949 | coupled PMI enzyme assay, resazurin fluorescence, 20 min; hits give high values; 1 = untreated enzyme, 0 = substrate-free blank | activation factor at 20 µM | 0.34% of 190,000 active | AID 1216;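 active = activation factor of 2 or more at 20 µM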
# Target sequence (P34949 whole entry, looked up): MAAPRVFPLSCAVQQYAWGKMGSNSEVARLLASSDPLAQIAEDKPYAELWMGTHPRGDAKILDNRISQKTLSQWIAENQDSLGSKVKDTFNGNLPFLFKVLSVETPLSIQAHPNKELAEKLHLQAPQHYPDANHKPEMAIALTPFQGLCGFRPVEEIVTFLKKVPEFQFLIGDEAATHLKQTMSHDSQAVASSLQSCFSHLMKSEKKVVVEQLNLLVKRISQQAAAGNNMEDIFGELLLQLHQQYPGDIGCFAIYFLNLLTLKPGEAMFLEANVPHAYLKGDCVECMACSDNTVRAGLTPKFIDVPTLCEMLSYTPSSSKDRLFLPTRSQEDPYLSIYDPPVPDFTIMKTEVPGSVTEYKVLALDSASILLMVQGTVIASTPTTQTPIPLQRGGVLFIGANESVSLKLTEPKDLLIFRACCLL
#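 Material: human phosphomannose isomerase with PGI, G6PDH, diaphorase coupling enzymes; amount: PMI at 15 ng/mL final; also added: Mannose-6-phosphate 1.0 mM (near-saturating) plus 0.22 mM NADP+; incubation: enzyme reaction with compound 20 min at room temperature; signal: resorufin fluorescence (Ex 544/Em 590 nm) from resazurin via diaphorase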
# TNAP inh hiacc: blocks human TNAP under high phosphate acceptor concentration. purified TNAP, CDP-star luminescence, 1 M DEA. inhibition, % at 20 µM. 0.03% of 200,000 active;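 active = over 50% inhibition of tissue-nonspecific alkaline phosphatase at 20 µM in the single-dose screen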;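 also: plate controls were DMSO wells for no effect and EDTA-quenched wells as full inhibition for full effect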
# Hsp70 act: Hsp70 transcriptional activation, primary screen; activation, % at 10 µM; AID 1203; HeLa Hsp70 promoter luciferase reporter, luminescence; scaled: vehicle 0, proteasome-inhibitor control 100%; 0.04% of 200,000 active;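 active = activation above the mean across all tested compounds plus 3 SD, cutoff set per campaign, cut at about 5.5% in these data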;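 also: 100% = MG132 at 30 µM as the positive control and 0% = DMSO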
# PMI activator: increases human mannose-6-phosphate isomerase activity; P34949; 0.005% of 190,000 active; purified human PMI, coupled resazurin fluorescence, 20 min; hits give high values; 1 = vehicle control, 0 substrate-free wells; activation factor at 20 µM;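 active = activation factor of 2 or more at 20 µM, relative to plate controls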
# Efa HMGR inh: blocks class II HMG-CoA reductase of Enterococcus faecalis | inhibition, % at 10 µM | purified E. faecalis HMGR, NADPH absorbance 340 nm kinetic | 0.41% of 190,000 active;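 active = inhibition above a set limit, the median over all tested compounds plus 3 SD, cut at about 9.5% in these data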;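 also: enzyme runs in reverse so mevalonate oxidation gives rising NADPH absorbance; 0% = complete reaction with DMSO and 100% = background rate lacking mevalonate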
# S1P3 antagonist: antagonists of human S1P3 receptor; inhibition, % at 4.98 µM; AID 485; CHO S1P3 NFAT-BLA reporter, FRET fluorescence, antagonist mode; 0.27% of 170,000 active;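 active = inhibition above the plate cutoff, the mean inhibition of test wells on that plate plus 3 SD, cut at about 28% in these data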;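 also: cells challenged with S1P at its EC80 of 0.8 µM; blue over green emission ratio from cleaved BLA substrate after 4 h stimulation; 0% = S1P-stimulated wells and 100% = unstimulated DMSO-only wells; some compounds past the cut are filed as inactive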
# RAM inhibit: inhibitors of the yeast RAM network; S. cerevisiae dse1pr::URA3 reporter, 5-FOA growth OD615, 2 d; analog-sensitive cbk1-as2 kinase mutant strain; inhibition, % at 50 µM; 1.8% of 190,000 active; AID 868;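 active = inhibition above a set limit, 3 SD over mean compound inhibition, cut at about 8.4% in these data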;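 also: 0% = DMSO-only wells with no growth and 100% = 10 µM 1-NA-PP1 full growth; inhibition rescues growth on 5-FOA so higher OD means more RAM inhibition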
# DTT redox prof: compounds producing H2O2 with reducing agent – biochemical, NIH compound library profiling, artefact control for MLSCN library redox annotation, primary screen | DTT-dependent redox cycling H2O2, phenol red/HRP absorbance; 100% = 100 µM peroxide control, 0% = buffer | 0.03% of 200,000 active | AID 878 | activation, % at 10 µM;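 active = activation of at least 50% relative to the plate's high and low controls in the primary single-dose screen; inactive = activation below 50%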;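 also: compound incubated with DTT at 0.8 mM final as the reducing agent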
# * = called active by the depositor; x = not tested or not shown. Outcome played no part in choosing rows (roughly 12% active in at least one column).
Molecule	Lmaj promast	TNAP inh noacc	PMI act hi M6P	TNAP inh hiacc	Hsp70 act	PMI activator	Efa HMGR inh	S1P3 antagonist	RAM inhibit	DTT redox prof
CC(=O)N1CCc2cc3nc(C)cc(C)c3cc21	15	-7	0.8	0	0.2	0.9	-1	-5	2.1	-0.8
O=C(c1cc(-c2cccnc2)nc2ccccc12)N1CCCc2ccccc21	23	-4	0.9	-7	-0.2	0.9	-1	3	-1.0	-0.2
Cc1ccc(NC(=O)CN(c2ccccc2)S(=O)(=O)N(C)C)cc1C	-6	-2	0.9	0	-0.3	1	-5	x	4.3	0.7
O=C(O)Cc1ccc(NC(=O)Nc2ccc(Br)cc2)cc1	-5	-7	1.1	-11	-0.2	1.4	-8	-5	6.3	0.3
O=C(C(c1ccccc1)c1ccccc1)N(Cc1ccco1)C1CCS(=O)(=O)C1 (centres undefined)	5	-12	1	-6	-0.3	1.2	0	18	1.7	-0.4
COc1ccccc1OCC(=O)N/N=C1\CCc2ccccc21	-1	-7	1	-9	-0.2	0.9	-1	x	0.1	-0.2
O=C(NC1CCN(Cc2ccccc2)CC1)C1CCCN(S(=O)(=O)c2cccc3nonc23)C1 (centres undefined)	8	2	0.9	0	-0.4	0.9	2	x	0.3	0.1
COC(=O)c1cc(OC)c(OC)cc1NC(=O)CCCCCN1C(=O)CCC1=O	3	-8	0.9	-4	-0.2	1	-1	20	0.5	3.3
CN(C)CCOC(=O)c1cccc(Br)c1	-4	-5	1.1	-6	-0.4	1.1	0	x	0.4	0.2
C=CCNC(=S)/N=c1\sccn1C	-6	-3	1.1	-9	-0.1	1	0	x	0.1	-3.9
O=C(COC(=O)C1CCCCC1)Nc1ccccc1OC(F)F	-7	3	1	-2	-0.1	1.1	2	4	1.8	-0.1
Cc1ccccc1OCC(=O)NCC(=O)N/N=C/c1ccc(Br)o1	-6	-5	1	-2	-0.3	1	0	-3	1.1	0.0
O=C(Nc1cccs1)Nc1c(F)c(F)cc(F)c1F	-5	-11	1	2	-0.4	1	-6	-10	0.4	0.2
Cc1cc(C)cc(OCC(=O)OCC(=O)c2ccc3c(c2)NC(=O)CO3)c1	-6	-13	1	0	-0.4	0.9	1	x	5.9	0.0
CCOc1ccc(NC(=O)Nc2ccc3c(c2)nnn3C)cc1	0	-12	1	-4	0.1	1	0	-5	0.3	-2.7
Cn1c(=O)c2c3c(sc2n2cnnc12)CCC3	1	-11	1	-6	-0.2	0.9	-8	x	1.6	0.4
Cc1ccccc1/[N+]([O-])=C/c1ccncc1	21	-13	1	5	-0.2	1	-2	x	-0.5	-0.9
CC1Cc2ccccc2N1C(=O)C1CCN(S(=O)(=O)Cc2ccccc2)CC1 (centres undefined)	54*	-14	1	-6	-0.2	1	-1	6	1.6	0.7
CC(NC(=O)Cc1ccccc1)c1ccc(F)cc1 (centres undefined)	-2	6	0.9	5	0.0	0.8	-6	-12	-1.1	0.2
O=C(Cc1cccs1)N(Cc1ccco1)C1(C(=O)NC2CCCC2)CCCCC1	11	-12	1	-4	-0.4	0.9	1	x	1.4	-0.2
O=C(O)c1cnn2c(C(F)(F)F)cc(-c3ccco3)nc12	-8	-7	0.8	-6	-0.3	0.9	-2	x	0.5	-2.9
COc1cc(S(=O)(=O)n2nc(C)cc2C)c(OC)cc1Cl	4	-20	1.1	-6	-0.1	1	-2	x	0.0	1.5
CCOC(=O)/C(=N\Nc1ccccc1Cl)N1CCN(C)CC1	-2	-20	0.9	0	-0.2	0.9	0	5	-1.0	0.2
Cc1ccc2nc(-c3ccc(SCC(=O)Nc4nc(C)cs4)nc3)[nH]c2c1	53*	-2	1	-3	0.2	0.9	-3	-3	2.5	0.1
Cc1sc(NC(=O)c2ccccc2)c(C(c2ccccn2)N2CCN(CCO)CC2)c1C (centres undefined)	3	-19	0.8	-3	0.2	0.9	-7	-20	0.6	0.6
C/C(=N\N=C(/N)SC1CC(=O)N(c2ccccc2)C1=O)c1cccs1 (centres undefined)	14	-8	0.9	-1	0.0	0.9	-4	x	4.8	-3.8
O=C(N/N=C/c1c[nH]c2ccccc12)C1CC1c1ccccc1 (centres undefined)	-2	-17	1	-1	-0.1	0.9	2	9	0.9	0.5
Cn1c(=N)n(CC(O)c2ccccc2)c2ccccc21 (centres undefined)	3	-4	1	3	0.0	1	-3	x	0.3	0.0
Cc1cc(NC(=O)CN2CCN(C/C=C/c3ccccc3)CC2)c([N+](=O)[O-])cc1C	85*	3	0.9	1	-0.4	0.9	-1	-14	0.0	-0.2
CCOc1ccc(Nc2nc(Cl)nc(NCCO)n2)cc1	7	-22	0.8	-2	0.0	0.9	4	-11	2.3	-0.1
N#Cc1c(Sc2ncc(C(F)(F)F)cc2Cl)nsc1C/C=N\OCc1ccccc1Br	-2	-11	1.8	-3	-0.1	1.5	-7	x	2.9	0.6
Cc1cc(C(c2nnnn2Cc2ccccc2)N2CCOCC2)c(C)n1-c1ccc2c(c1)OCO2 (centres undefined)	61*	-6	0.6	-3	-0.2	0.9	-3	14	2.5	0.6
COc1cc(NC(=O)c2c3c(nc4ccccc24)CCC3)cc(OC)c1	0	-10	1.1	-1	-0.2	1.1	2	x	5.8	-0.7
CN1C(=O)S/C(=C/c2cccnc2)C1=O	5	-7	1	-4	0.9	0.9	-3	x	2.1	2.2
O=C(CCCNS(=O)(=O)c1ccc(Br)cc1)N1CC[C@@]2(O)CCCC[C@H]2C1	8	-12	1	-7	-0.3	1	1	-14	4.0	-3.4
Nc1cc(-c2nc3ncccc3o2)ccc1Cl	-2	-1	0.8	4	0.5	0.9	-2	x	0.4	0.5
CCN(CC(=O)Nc1ccc2c(c1)OCCO2)C(=O)C1CCCCC1	2	-11	1	-4	-0.3	1	0	x	2.4	-2.3
O=C(CSc1nnc(CN2CCCCC2)n1-c1ccccc1)c1ccc2c(c1)OCO2	-7	-7	0.9	-3	-0.5	0.9	-4	2	2.0	1.8
CCc1ccccc1NCC(=O)Nc1ccc(Cl)c(C(F)(F)F)c1	49	5	0.9	-3	-0.5	0.7	-6	8	4.5	-0.5
O=S(=O)(c1ccccc1)N1CCN(c2ncccn2)CC1	-5	-13	1.1	-2	-0.3	1	-6	x	0.6	0.3
CNc1cnn(-c2ccc(C)cc2)c(=O)c1Sc1ccc(C)cc1	8	-17	1.1	-6	0.0	1	0	-11	-0.2	-0.4
CCCC(=O)NCCCCNC(=O)CCC	4	-6	0.9	-3	-0.1	0.9	0	-13	1.1	1.3
CC1(C)CC1C(=O)Nc1ccc([N+](=O)[O-])cc1Br (centres undefined)	-4	-7	1	-2	0.1	0.9	-2	3	0.9	-0.3
CCNC(=S)NNC(=O)c1cc(-c2cccnc2)nc2ccccc12	1	-150	1.1	0	-0.2	1.2	2	-12	1.1	0.1
Cc1cc(-c2ccccc2)nc(N(C)NC(=O)C(C)(C)C)c1S(C)(=O)=O	-8	-14	1	-4	-0.2	1	-3	-4	2.7	-1.5
CCOC(=O)N1CCC(N2C(=O)c3ccccc3C2=O)CC1	-10	0	1	-3	-0.3	0.9	0	-1	-0.3	-2.5
c1ccc(-c2nc(-n3ccnc3)nc(-n3ccnc3)n2)cc1	39	1	1.3	6	-0.1	1	-3	-14	1.6	4.1
COc1ccc(NS(=O)(=O)c2cc(C)ccc2C)cc1	0	1	1	-5	0.2	1	-1	-17	-0.6	2.1
O=c1c2ccccc2nc(N/N=C/c2c(O)ccc3ccccc23)n1O	100*	-92	1	4	-0.3	1	0	x	2.3	-9.6
Cc1nn(CC(=O)Nc2ccncc2)c(C)c1[N+](=O)[O-]	6	-3	1	-2	-0.3	1	-5	-5	1.8	0.2

# Some of the entries so far, field by field.
> Cc1nn(CC(=O)Nc2ccncc2)c(C)c1[N+](=O)[O-]
  Lmaj promast = 6	TNAP inh noacc = -3	PMI act hi M6P = 1	TNAP inh hiacc = -2	Hsp70 act = -0.3	PMI activator = 1	Efa HMGR inh = -5	S1P3 antagonist = -5	RAM inhibit = 1.8	DTT redox prof = 0.2

> COc1ccc(NS(=O)(=O)c2cc(C)ccc2C)cc1
  Lmaj promast = 0	TNAP inh noacc = 1	PMI act hi M6P = 1	TNAP inh hiacc = -5	Hsp70 act = 0.2	PMI activator = 1	Efa HMGR inh = -1	S1P3 antagonist = -17	RAM inhibit = -0.6	DTT redox prof = 2.1

# Complete entries as entered above. Order of screens: Lmaj promast, TNAP inh noacc, PMI act hi M6P, TNAP inh hiacc, Hsp70 act, PMI activator, Efa HMGR inh, S1P3 antagonist, RAM inhibit, DTT redox prof
# Cc1cc(-c2ccccc2)nc(N(C)NC(=O)C(C)(C)C)c1S(C)(=O)=O is listed as -8, -14, 1, -4, -0.2, 1, -3, -4, 2.7, -1.5
# CCCC(=O)NCCCCNC(=O)CCC is listed as 4, -6, 0.9, -3, -0.1, 0.9, 0, -13, 1.1, 1.3
# CNc1cnn(-c2ccc(C)cc2)c(=O)c1Sc1ccc(C)cc1 is listed as 8, -17, 1.1, -6, 0.0, 1, 0, -11, -0.2, -0.4
# COc1ccc(NS(=O)(=O)c2cc(C)ccc2C)cc1 is listed as 0, 1, 1, -5, 0.2, 1, -1, -17, -0.6, 2.1
# Cc1nn(CC(=O)Nc2ccncc2)c(C)c1[N+](=O)[O-] is listed as 6, -3, 1, -2, -0.3, 1, -5, -5, 1.8, 0.2
